Tb PYK inh = blocks Trypanosoma brucei pyruvate kinase. Potency, µM (series often up to 76.8 µM), for inactives: top-dose activity, negative = inhibition, hits mostly inhibitors. TbPYK enzyme, Kinase-Glo Plus ATP luminescence, 45 min. actives 0.12% (n = 410,000). AID 624173; also: potency is read from the fitted curve at half-maximal effect; nearly all actives have a fitted effect of over 50% in size
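Quantitative HTS: titrated library compounds versus trypanosomal pyruvate kinase in TEA buffer (pH 7.2) containing KCl, MgCl2, BSA and Tween-20. Reactions were initiated with ADP, 130 uM final. Kinase-Glo Plus luminescence was read after 45 min at RT.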
AMA1-RON2 inh = inhibitors of Plasmodium falciparum AMA1-RON2 interaction; AlphaScreen AMA1-biotinylated RON2 peptide binding; Potency, µM (highest dose often 58.2 µM), inactives show top-dose activity change, negative = inhibition, most hits filed as inhibitors; actives 0.2% (n = 360,000);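 also: potency is read from the fitted curve at half-maximal effect; 0% = vehicle wells and -100% = peptide control; nearly all actives have a fitted effect of over 45% in size; some results filed as inactive show a strong effect at the top dose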
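AMA1 (3D7) with his tag at 25 nM final met compounds first, then biotinylated RON2 peptide at 25 nM; detection used donor plus acceptor beads, 10 µg/mL apiece, read by AlphaScreen after 30 min at room temperature.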
HCMV antiviral = human cytomegalovirus inhibition; AID 1259415; actives 4.5% (n = 410,000); activity change, negative = inhibition, % at 57.5 µM; HFF cells, HCMV-luciferase reporter, 72 h; active compounds read low; in the data active = activity change below about -60%; inconclusive = no clear call, values can overlap the other calls; inactive = above about -39%
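Screen run at 2 compound doses on HFFs infected with reporter HCMV, MOI 1 PFU/cell. Luciferase activity from cell lysates at 72 h post infection gave inhibition relative to buffer-only and Salinomycin wells.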
LmPK inh = inhibitors of Leishmania mexicana pyruvate kinase | Q27686 | purified LmPK, Kinase-Glo ATP luminescence, 1 h | Potency, µM (series often up to 57.5 µM), for inactives: top-dose activity change, negative = inhibition, hits mostly inhibitors | actives 0.37% (n = 290,000) | AID 1721; also: potency is read from the fitted curve at half-maximal effect
Target sequence (Q27686 whole entry, looked up): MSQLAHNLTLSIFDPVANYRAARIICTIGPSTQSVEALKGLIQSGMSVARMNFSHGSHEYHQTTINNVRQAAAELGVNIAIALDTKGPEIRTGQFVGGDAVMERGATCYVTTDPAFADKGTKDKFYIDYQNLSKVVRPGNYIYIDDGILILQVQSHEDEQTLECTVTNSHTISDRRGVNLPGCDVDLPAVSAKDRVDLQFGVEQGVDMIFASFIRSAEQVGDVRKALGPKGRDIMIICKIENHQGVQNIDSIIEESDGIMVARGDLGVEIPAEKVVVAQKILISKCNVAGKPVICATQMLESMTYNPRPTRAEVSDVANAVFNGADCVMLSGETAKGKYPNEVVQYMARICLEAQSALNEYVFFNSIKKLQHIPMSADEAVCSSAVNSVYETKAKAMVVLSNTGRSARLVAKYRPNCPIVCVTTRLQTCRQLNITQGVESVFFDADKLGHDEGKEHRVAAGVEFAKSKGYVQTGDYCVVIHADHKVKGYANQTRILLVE
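Screened at intermediate enzyme activity to detect both inhibitors and activators: LmPK at 0.1 nM, with a 0.5 nM enzyme column as activation reference. PEP 0.5 mM, ADP 0.1 mM; ATP detected by luminescence after 1 h.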
Sm TGR block = blocks Schistosoma mansoni thioredoxin glutathione reductase | actives 3% (n = 360,000) | Q962Y6 | Potency, µM (doses to about 114 µM), without a hit: at the top dose activity change, negative = inhibition, most hits filed as inhibitors | purified TGR, DTNB reduction, TNB absorbance 405 nm | AID 485364; also: potency is read from the fitted curve at half-maximal effect; nearly all actives have a fitted effect of over 60% in size
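TGR 20 nM + NADPH 100 uM (dispensed conc.), cpd preinc 15 min RT; start with NADPH (500 uM addition) then DTNB (15 mM addition). Kinetic TNB absorbance, 405 nm filter. Four-parameter Hill fit across titration.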
AmpC inh detg = blocks E. coli AmpC beta-lactamase in detergent assay; P00811; AmpC hydrolysis of nitrocefin, absorbance 480 nm, 0.01% Triton; Potency, µM (top dose mostly 114 µM), for the others: at the highest dose activity change, negative = inhibition, usual class: inhibitors; actives 0.041% (n = 370,000); AID 485294;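 also: potency is read from the fitted curve at half-maximal effect; 0% = no-compound wells and -100% = no-enzyme wells; nearly all actives have a fitted effect of over 25% in size; some results filed as inactive show a strong effect at the top dose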
Target sequence (P00811 whole entry, looked up): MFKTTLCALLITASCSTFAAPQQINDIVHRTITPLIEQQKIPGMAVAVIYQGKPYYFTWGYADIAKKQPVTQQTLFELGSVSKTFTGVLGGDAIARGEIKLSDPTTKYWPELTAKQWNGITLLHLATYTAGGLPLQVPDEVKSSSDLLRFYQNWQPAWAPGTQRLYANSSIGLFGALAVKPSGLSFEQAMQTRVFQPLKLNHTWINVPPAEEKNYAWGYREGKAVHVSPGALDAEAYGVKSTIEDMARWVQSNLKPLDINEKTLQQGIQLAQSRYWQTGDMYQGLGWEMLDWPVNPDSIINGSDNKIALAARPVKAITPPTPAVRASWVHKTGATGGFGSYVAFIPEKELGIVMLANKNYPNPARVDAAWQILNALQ
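20 mM phosphate pH 7.0 + 0.01% (detergent screen) or 0.0001% Triton X-100; 5.3 nM AmpC reagent; cpd preinc 15 min RT; nitrocefin (800 uM stock) to start; A480 q20 s × 4 min; Activity was normalised to no-enzyme and no-compound control wells.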
AmpC no deterg = AmpC beta-lactamase inhibition without detergent; actives 0.52% (n = 330,000); Potency, µM (series often up to 57.1 µM), for inactives: at the highest dose activity change, negative = inhibition, hits mostly inhibitors; AmpC nitrocefin hydrolysis, absorbance 480 nm, 0.0001% Triton; P00811;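 also: potency is read from the fitted curve at half-maximal effect; plate controls were no compound for no effect and no enzyme for full effect; nearly all actives have a fitted effect of over 20% in size; some results filed as inactive show a strong effect at the top dose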
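AmpC (5.3 nM in the dispensed reagent) in 20 mM phosphate pH 7.0 with 0.01% (detergent screen) or 0.0001% Triton X-100 was preincubated with compounds for 15 min at room temperature. Nitrocefin was then added from an 800 uM solution, and hydrolysis was followed at 480 nm.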
* = called active by the depositor; ? = inconclusive; . = no result given; & = joins results of further samples; [ ] = dose if it differs, or a comment. Unless noted, calls follow the shape of the dose curve; as a rule, active = well fitted curve in the direction sought with a large enough effect; inconclusive = small, poorly fitted or top-dose-only effect, or another doubt; inactive = no such curve, though single readings can be large; an effect the other way counts as inactive or inconclusive. Unless noted, % is scaled to controls: 0 for no effect and ±100 for the full control effect.

SMILES | Tb PYK inh | AMA1-RON2 inh | HCMV antiviral | LmPK inh | Sm TGR block | AmpC inh detg | AmpC no deterg
C=CCn1ccc(=O)nc1SC | 6% | 22% | -4 | . | . | . | .
CCOC(=O)Cc1nn(Cc2ccc(Cl)cc2)c(=O)c2ccccc12 | 1% | 2% | -14 | 14% | -3% | -5% | -4%
COc1ccc(NC(=O)CCN2CCN(CCO)CC2)cc1 | 0% | . | 1 | . | -2% | 1% | .
Clc1ccc(C=NNc2ccccn2)c(Cl)c1 | -4% | 10% | 32 | . | . | . | .
COC(=O)C1=C(O)/C(=C/c2ccc(OCC(=O)Nc3ccccc3)cc2)N=C1C | 3% | -5% | 34 | -4% | 59%[activator] | 7% | 47%
COc1ccc(CC(NC(C)=O)C(=O)NC2CCN(c3nc(C)cc(C)c3C#N)CC2)cc1 (stereo not drawn) | -7% | -2% | 11 | 0% | ? | 6% | 50%
O=C(O)COc1ccc(/C=N/NC(=O)C(O)(c2ccccc2)c2ccccc2)cc1 | 4% | 31%[activator] | -2 | 3% | 1% | 1% | -34%
COc1cc(/C=N/NC(=O)c2sc(N)c(C#N)c2C)ccc1O | -3% | 104%[activator] | -34 | -2% | 0% | ? | -15%
O=C(COc1coc(CN2CCc3ccccc3C2)cc1=O)Nc1cccc(F)c1 | -19% | 7% | 14 | . | 1% | -19% | -25%
Cc1ccc(S(=O)(=O)NCCC(=O)OCC(=O)NCCc2ccccc2)cc1C | -1% | 14% | -25 | . | -10% | -10% | 15%
CCOC1=C2[C@@H](CN(S(=O)(=O)c3ccc(C)cc3)[C@H]2c2ccc(CC)cc2)[C@H]2C(=O)N(C)C(=O)[C@H]2C1 | 2% | 3% | -11 | . | . | . | .
COc1ccc(CCC(=O)NCCc2cnc[nH]2)cc1 | -11% | -3% | 5 | -2% | -4% | -1% | -14%
CCOC(=O)c1c(C)c(C(=O)Nc2ccc3c(c2)OCCO3)c(C)n1C | -25% | -3% | 11 | 6% | 0% | -9% | -13%
Cc1c(Cl)cccc1N1C(=O)CC(NNC(=O)c2ccc3c(c2)OCO3)C1=O (stereo not drawn) | -8% | 100%[activator] | 2 | . | . | . | -12%
COCCN(C(=O)COC(=O)CCS(=O)(=O)c1ccccc1)c1c(N)n(Cc2ccccc2)c(=O)[nH]c1=O | 1% | -5% | -28 | . | -2% | -15% | -13%
CCn1c(Cc2ccccc2)nnc1SCc1nc2ccccc2c(=O)[nH]1 | -4% | 5% | -3 | -1% | -4% | ? | -6%
CCOC(=O)C1CCN(C(=O)c2cc(C)n(C(C)(C)C)n2)CC1 | -2% | 0% | 45 | 2% | 9% | 3% | 24%
CC(CN1CCCC1)OC(=O)C(c1ccccc1)c1ccccc1 (stereo not drawn) | 1% | 0% | -14 | -2% | -8% | -12% | 18%
C=C(C=O)C[C@@H]1C[C@H](O)C2OC3C[C@]4(C)OC5/C=C\CC6OC7C(CC=CCC6OC5CCCC4OC3CC2O1)OC1CC2OC3CC(=O)OC3C[C@@H](C)C[C@@]2(C)OC1C[C@@H]7C (stereo partly drawn) | -1% | 17% | . | -1% | -1% | 2% | 24%&109%
CCC1C(C#N)=C(N)Oc2c1c(=O)oc1ccccc21 (stereo not drawn) | -7% | 6% | 20 | -1% | -7% | -9% | -5%
CC(C)=CC(=O)OCC(=O)NC(=O)NC(C)(C)C | -2% | -6% | -9 | 0% | 3% | -14% | -28%
CCN(C(=O)CSc1nnc(-c2ccc(F)cc2)c2ccccc12)C1CCS(=O)(=O)C1 (stereo not drawn) | 3% | -10% | -36 | 8% | -16% | -10% | 1%[11.4 µM]
COc1ccc(NC(=O)C2=C(C)Nc3c(C(=O)Nc4ccc(C)cc4)cnn3C2c2cc(OC)ccc2OC)cc1 (stereo not drawn) | 7% | . | -7 | . | 8% | 8% | .
CSc1ccc(CN2CCC2(C)C(=O)NCc2ccc3c(c2)OCO3)cc1 (stereo not drawn) | 2% | -24% | 3 | . | . | . | .

Individual results from above:
AMA1-RON2 inh with Cc1c(Cl)cccc1N1C(=O)CC(NNC(=O)c2ccc3c(c2)OCO3)C1=O (stereo not drawn) = 100%[activator]
AmpC inh detg with CC(CN1CCCC1)OC(=O)C(c1ccccc1)c1ccccc1 (stereo not drawn) = -12%
AMA1-RON2 inh with CCC1C(C#N)=C(N)Oc2c1c(=O)oc1ccccc21 (stereo not drawn) = 6%
Tb PYK inh with COCCN(C(=O)COC(=O)CCS(=O)(=O)c1ccccc1)c1c(N)n(Cc2ccccc2)c(=O)[nH]c1=O = 1%

Later entries:
SMILES | Tb PYK inh | AMA1-RON2 inh | HCMV antiviral | LmPK inh | Sm TGR block | AmpC inh detg | AmpC no deterg
COc1ccc2c3c([nH]c2c1)C1CC2C(CC(O)C(OC)C2CO)CN1CC3 (stereo not drawn) | 0% | -2% | 1 | 12% | -33% | 4% | -22%
CSc1ccccc1C(=O)OCC(=O)NC1CCS(=O)(=O)C1 (stereo not drawn) | 0% | 6% | -27 | -2% | -7% | -9% | -18%
CCOC(=O)c1nc(Nc2ccc(C)cc2)c2ccccc2n1 | 2% | 0% | 23 | 2% | -18% | 0% | -13%
CCOC(=O)c1ccc2nc(C)cc(Nc3ccc(OC(C)C)cc3)c2c1 | -4% | . | -35 | . | 1% | 5% | .
CC1OC2(C)OC(=N)C1(C#N)C(C#N)(C#N)C2c1ccccc1 (stereo not drawn) | -14% | 8% | 60 | -2% | ? | -6% | -26%
COc1cc(C)nc(NC(=O)COc2ccc(Cl)cc2C)n1 | -1% | -9% | -23 | -4% | 4% | -8% | -15%
Nc1c(-c2ccccc2Cl)cnn1-c1cccc([N+](=O)[O-])c1 | . | 19% | -37 | 1% | 11% | 2% | -32%
COc1ccc(C)cc1NC(=O)NCc1ccccn1 | 2% | 23% | 27 | -2% | -1% | ? | -14%
O=C(CCc1nnc(Cc2c[nH]c3ccccc23)o1)NCC1CC12CCCCC2 (stereo not drawn) | -3% | 0% | 62 | 2% | -36% | -2% | 90%[activator]
COc1ccc(CC2(C)OC(c3ccc([N+](=O)[O-])cc3)=NN2C(C)=O)cc1 (stereo not drawn) | -1% | ? | 39 | 6% | 5% | 1% | 47%
CC(=O)c1ccc(S(=O)(=O)NCC2(N3CCOCC3)CCCCC2)cc1 | -6% | 4% | ? | . | -14% | -5% | -14%
CCc1cccc(NC(=O)C2CCC(CNS(=O)(=O)c3csc(C(N)=O)c3)CC2)c1 (stereo not drawn) | -12% | . | -1 | . | 2% | 4% | .

Record cards, as listed above. Order of values: Tb PYK inh	AMA1-RON2 inh	HCMV antiviral	LmPK inh	Sm TGR block	AmpC inh detg	AmpC no deterg
`CC(CN1CCCC1)OC(=O)C(c1ccccc1)c1ccccc1` (stereo not drawn) in the list: 1%	0%	-14	-2%	-8%	-12%	18%
`CCOC(=O)C1CCN(C(=O)c2cc(C)n(C(C)(C)C)n2)CC1` in the list: -2%	0%	45	2%	9%	3%	24%
`COc1ccc(CC(NC(C)=O)C(=O)NC2CCN(c3nc(C)cc(C)c3C#N)CC2)cc1` (stereo not drawn) in the list: -7%	-2%	11	0%	?	6%	50%
`CC(C)=CC(=O)OCC(=O)NC(=O)NC(C)(C)C` in the list: -2%	-6%	-9	0%	3%	-14%	-28%

Additional structures follow:
SMILES | Tb PYK inh | AMA1-RON2 inh | HCMV antiviral | LmPK inh | Sm TGR block | AmpC inh detg | AmpC no deterg
CCOC(=O)c1sc(NC(=O)C2c3ccccc3Oc3ccccc32)c(C#N)c1C | -8% | . | -24 | . | 3% | 22% | .
Nc1nc(-c2ccccc2)cc(-c2ccccc2O)n1 | 2% | -3% | -96* | -2% | 0% | 3% | -26%
CCOC(=O)c1ccc(NC(=O)CCNC(=O)c2ccc([N+](=O)[O-])cc2)cc1 | 6% | -9% | 1 | 0% | 1% | 0% | -7%
Cc1cccc(C)c1NC(=O)CSc1nnc(NC(=O)C2CC2)s1 | -4% | 39%[activator] | -5 | -2% | 0% | -14% | -13%
CC(=O)Oc1ccc2nc(-c3ccc(Br)o3)oc(=O)c2c1 | -19% | 6% | -8 | 0% | -29% | 3% | -25%
CCOC(=O)c1sc(N)c(C(=O)OCC)c1C | -15% | -3% | -15 | 1% | 1% | 4% | -30%
CN(C)CCNc1ncnc2c1ncn2[C@H]1CN(Cc2ccc(F)cc2)C[C@@H](CO)O1 | 3% | 0% | -5 | . | . | . | .
O=C(NCc1ccc(Cl)cc1Cl)c1cccc(N2CCCS2(=O)=O)c1 | 6% | . | -19 | . | 0% | 23% | .
COCCC(=O)Nc1ccc2c(c1)CN(C(=O)CCOC)CC2 | 4% | 8% | -28 | 0% | 0% | 3% | -14%
O=C(Nc1ccccc1O)/C(=C\c1ccccc1)NC(=O)c1ccccc1 | 0% | 10% | -9 | 0% | . | 7% | -28%
Cc1cc(Br)cn2c(Cc3ccccc3C(F)(F)F)c(-c3ccccc3)nc12 | 2% | 6% | 34 | . | . | . | .
CCOC(=O)C1=C(COC(=O)c2ccccc2OC)NC(=O)NC1C (stereo not drawn) | 1% | 3% | -19 | . | 4% | 3% | -8%
O=C1NC(=O)C(Nc2ccccc2)C(=O)N1 | -2% | 40%[activator] | -7 | . | . | . | .
CCOc1ccc(N2C(=O)CC(Sc3nc4ccc(OCC)cc4s3)C2=O)cc1 (stereo not drawn) | -10% | -3% | ? | . | . | . | .
COc1ccccc1C1SCCN1S(C)(=O)=O (stereo not drawn) | -5% | 2% | -17 | -3% | 8% | 1% | 2%
Clc1ccc2c(N3CCNCC3)ccnc2c1 | -6% | -5% | -109* | -5% | -14% | 0% | .
COc1ccc2c(c1OC)C(=O)OC2C1c2c(cc3c(c2OC)OCO3)CCN1C (stereo not drawn) | 5%&2%&5% | 0%&6%&-9% | -3&3&31 | 0%&3% | -6%&-8%&-7% | ? | ?
C#CCCC(=O)c1ccccc1/C=[N+](\[O-])c1ccccc1 | 1% | 5% | 74 | . | ? | -6% | -25%
Cc1sc2c(c1C)c(=O)n(-c1cccc(C(F)(F)F)c1)c(=O)n2Cc1ccccc1C#N | 4% | . | -15 | . | 20% | 18% | .
COc1ccc(C(=O)N2CCC(C(=O)c3ccc(F)cc3)CC2)cc1 | 6% | 10% | -20 | 7% | 2% | 3% | 11%
CC(C)(C)n1cnc2cc(NCc3cccs3)ccc21 | -6% | -11% | 49 | 0% | -1% | -6% | -11%
CCOc1ccc(NC(=O)C(=O)NCCN2CCN(S(=O)(=O)c3ccccc3)CC2)cc1 | 12% | 3% | -4 | -3% | 2% | 0% | -2%
Cc1ccc2c(c1)c1c(c(=O)n(-c3cccc(Cl)c3)c(=O)n1CC(=O)c1ccc(Cl)cc1)n2C | -10% | . | 17 | . | 0% | 7% | .
